TDP1 cell CPT: DT40-hTDP1 cell growth loss with CPT; chicken DT40 Tdp1-/-;hTDP1 cells + 20 nM CPT, ATP luminescence, 48 h; Potency, µM (series often up to 46.2 µM), inactives show at the top dose activity change, negative = growth inhibition, usual class: inhibitors; 12% of 420,000 active; also: nearly all actives have a fitted effect of over 55% in size
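Cell growth measured by CellTiter-Glo luminescence after a minimum 48 h, 37 C compound exposure with 20 nM CPT in Tdp1-knockout DT40 cells stably expressing hTDP1, seeded 400/well; qHTS titration format.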
KAT2A inh: GCN5L2 (KAT2A) acetyltransferase inhibition; Q92830; GCN5L2 HAT assay, ThioGlo1 CoA-SH fluorescence; Potency, µM (titrated, usually from 58.9 µM), for inactives: top-dose activity change, negative = inhibition, actives largely listed as inhibitors; 0.21% of 390,000 active; AID 504327
Target sequence (Q92830 whole entry, looked up): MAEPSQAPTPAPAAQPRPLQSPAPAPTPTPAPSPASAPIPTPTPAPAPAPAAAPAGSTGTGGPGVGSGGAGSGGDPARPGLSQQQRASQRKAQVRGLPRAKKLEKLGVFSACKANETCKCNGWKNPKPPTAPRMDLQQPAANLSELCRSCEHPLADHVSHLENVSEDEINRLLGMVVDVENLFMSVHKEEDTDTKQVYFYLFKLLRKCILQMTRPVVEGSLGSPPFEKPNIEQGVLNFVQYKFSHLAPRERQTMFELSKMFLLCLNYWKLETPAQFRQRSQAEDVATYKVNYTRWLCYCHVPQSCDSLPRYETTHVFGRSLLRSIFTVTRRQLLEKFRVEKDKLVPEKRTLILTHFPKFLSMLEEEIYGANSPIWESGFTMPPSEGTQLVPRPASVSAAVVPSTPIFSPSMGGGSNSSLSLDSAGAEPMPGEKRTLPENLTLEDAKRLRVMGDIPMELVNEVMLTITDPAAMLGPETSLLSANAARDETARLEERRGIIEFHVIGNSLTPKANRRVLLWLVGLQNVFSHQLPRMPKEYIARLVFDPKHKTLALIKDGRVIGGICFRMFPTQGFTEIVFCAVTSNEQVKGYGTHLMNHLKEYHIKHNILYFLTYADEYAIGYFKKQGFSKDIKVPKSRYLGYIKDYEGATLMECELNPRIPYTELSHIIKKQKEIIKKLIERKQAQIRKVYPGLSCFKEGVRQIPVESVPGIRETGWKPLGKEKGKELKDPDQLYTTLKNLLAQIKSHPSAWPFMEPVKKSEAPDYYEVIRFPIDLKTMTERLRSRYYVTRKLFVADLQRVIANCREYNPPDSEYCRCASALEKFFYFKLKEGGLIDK
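Titration-based screen in which CoA formation is detected via maleimide probe ThioGlo1 (50uM) turning fluorescent on thiol reaction; substrates H3(1-25) 75uM and acetyl-CoA 70uM, GCN5L2 20nM, 20 min incubation at room temperature.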
TDP1 cell noCPT: qHTS for Inhibitors of human tyrosyl-DNA phosphodiesterase 1 (TDP1): qHTS in cells in absence of CPT; AID 686978, 2013; DT40 Tdp1-/- hTDP1 cells, no CPT, ATP luminescence, 48 h; 15% of 420,000 active; Potency, µM (titrated, usually from 46.2 µM), for inactives: at the top dose activity change, negative = growth inhibition, usual class: inhibitors; also: nearly all actives have a fitted effect of over 55% in size
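Chicken DT40 Tdp1-/- cells stably complemented with human TDP1 were seeded at 400 cells/well with DMSO in place of 20 nM camptothecin. After compound pinning, cells grew at least 48 hr at 37 °C; viability read by CellTiter-Glo luminescence.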
* hit, by the source's call; ? = inconclusive; / = no result given; & = joins results of further samples. Calls follow the shape of the dose curve; as a rule, active = well fitted curve in the direction sought with a large enough effect; inconclusive = small, poorly fitted or top-dose-only effect, or another doubt; inactive = no such curve, though single readings can be large; an effect the other way counts as inactive or inconclusive. % is scaled to controls: 0 for no effect and ±100 for the full control effect; potency is read from the fitted curve at half-maximal effect.

SMILES | TDP1 cell CPT | KAT2A inh | TDP1 cell noCPT
Cn1c(=O)oc2cc(S(=O)(=O)NCCC(=O)Nc3ccc4c(c3)OCCO4)ccc21 | -17% | -25% | -14%
Cc1ccc(S(=O)(=O)N2CCOCC2)cc1C(=O)OCC(=O)NCc1ccccc1 | -16% | -1% | ?
COc1ccc(C2=NOC(C(=O)Nc3cc(C)on3)C2)cc1OC (stereo not given) | -22% | 0% | -6%
COc1ccccc1-c1coc2c(CN3CCC(C)CC3)c(O)ccc2c1=O | -29% | ? | ?
CCOC(=O)c1c(NC(=O)CSc2nnc(CNc3ccc(Cl)cc3)o2)sc(C)c1C | ? | -13% | 13µM*
Cc1ccc2c(c1)CCCN2C(=O)c1cc(C)c(C)s1 | ? | 0% | ?
COc1ccccc1CNc1cc(-c2cccc(NS(C)(=O)=O)c2)ncn1 | ? | -3% | ?
CCCNC(=O)C1(C)CCN(C(=O)c2ccc(F)c(Cl)c2)C1 (stereo not given) | -2% | / | 0%
CC1CN(C(=O)Cn2cc(S(=O)(=O)CC(=O)N3CCOCC3)c3ccccc32)CC(C)O1 (stereo not given) | -3% | -12% | 7%
CCCN(CCC)C(=O)C1CCCN(c2ncnc3onc(-c4ccc(F)cc4)c23)C1 (stereo not given) | 5.2µM* | 2% | 16µM*
CN(C)S(=O)(=O)Nc1ccc(Br)cc1F | 8% | 0% | -2%
COc1cc2c(O)c3c(c(-c4ccc5c(c4)OCO5)c2cc1OC)C(=O)OC3 | 1.8µM* | -1% | 3.3µM*
O=C(c1cccs1)N1N=C(c2ccccc2)CC1c1ccccc1 (stereo not given) | ? | -2% | ?
O=C(Nc1cc2c(cc1Br)OCCO2)c1ccc(=O)[nH]c1 | 5% | -1% | 1%
O=C(Nc1ccccc1F)C(=O)Nc1cccc2ccccc12 | -4% | -5% | -10%
COc1ccc(-c2c(-c3cc(OC)cc(OC)c3)n(C)c3ccc(-c4ccc5c(c4)OCCO5)cc23)cc1 | -25% | -4% | ?
COc1cc2c(cc1OC)C(C)N(C(=O)Cn1ncc3c1-c1cc(C)ccc1OC3)CC2 (stereo not given) | ? | -21% | ?
Cc1ccc2nc(SCCC#N)nc(C)c2c1 | -19% | -5% | -20%
Cc1cc(C)c2c(=O)nc(SCc3ccccc3C)n(C3CC3)c2n1 | -22% | -8% | -16%
Cn1c(=O)n(CC(=O)O)c(=O)c2c1nc1n2CCS1 | 17%&0% | -12%&-10% | ?
COc1cccc(C(=O)NCC(=O)N2CCC3(CC2)NCCc2[nH]cnc23)c1 | -6% | -9% | 23%
c1ccc(CN2CCN(CCN3CCn4c3nc3ccccc34)CC2)cc1 | -17% | 0% | -23%
COc1ccc(CCNC(=O)C2CC(O)CN2S(=O)(=O)c2ccc(Cl)cc2)cc1OC (stereo not given) | ? | 0% | -15%
Cc1ccc(C2c3[nH]c4ccccc4c3CCN2C(=O)CSCc2ccc(F)cc2)cc1 (stereo not given) | ? | -7% | 23µM*
CCc1cccc(NC(=O)c2cc(S(=O)(=O)N3CCCCC3)ccc2N2CCOCC2)c1 | 21µM* | / | 16µM*
More results:
SMILES | TDP1 cell CPT | KAT2A inh | TDP1 cell noCPT
Cc1ccc(SCc2cc(=O)[nH]c(N3CCOCC3)n2)cc1 | -26% | -7% | -20%
O=C(NCc1ccccc1)C(C1CC1)n1c(Cc2cc(F)cc(F)c2)nc2ccccc21 (stereo not given) | ? | / | 18µM*
COCC1CCCCN1Cc1cn[nH]c1-c1ccc(OC)cc1OC (stereo not given) | -2% | 3% | ?
O=C(CN1CCN(c2ccccc2)CC1)N1N=CCC1c1ccccc1 (stereo not given) | 12% | -3% | -6%
COc1c(C)cccc1C(=O)Nc1ccc(CN2CCOCC2)cc1 | -3% | 4% | -19%
Cc1ccc(/C=N/N2CCN(Cc3ccccc3)CC2)s1 | -28% | -9% | -16%
CCCCNC(=S)N(C)/N=C/c1ccc(F)cc1 | -20% | -6% | ?
COC(=O)[C@]1(CC(C)C)N[C@H](c2ccc(-c3cccc(Cl)c3)cc2)[C@@H]2C(=O)N(C)C(=O)[C@@H]21 | 13µM* | -19% | 26µM*
COc1cccc(/C=C/c2nc(C#N)c(NC3CCCCC3)o2)c1 | ? | -5% | 4.1µM*
COc1ccc(/C=N/NC(=O)c2c(C)nc3ccccn23)cc1[N+](=O)[O-] | -3% | 2% | -8%
O=C(Nc1cccc(-c2nc3ccccc3[nH]2)c1)c1ccc(C(=O)Nc2cccc(-c3nc4ccccc4[nH]3)c2)cc1 | 18µM* | -2% | 18µM*
Cc1ccc(NC(=O)CN2C(=O)NC(C)(c3ccc(Cl)cc3)C2=O)cc1 (stereo not given) | -17% | -1% | ?
CCCC1=C(C(=O)OCC)C(c2cccs2)n2ncnc2N1 (stereo not given) | -13% | -12% | ?
C=CCn1c(SCn2nnc3ccccc3c2=O)nnc1-c1ccc(Br)cc1 | ? | -3% | ?
COc1ccc(NC(=O)c2cc([N+](=O)[O-])ccc2N2CCCC2)cc1S(N)(=O)=O | 11% | -5% | 4%
O=C1Nc2ccccc2/C1=C\C(=O)c1ccccc1 | 2.9µM* | -1% | 2.1µM*
CC1(C)CC(NC(=O)CCc2ccccc2)CC(C)(C)N1 | -15% | 3% | ?
c1cnc(NC2CCCCCC2)nc1 | 3% | ? | -9%
COc1cc2nc(-c3ccc(Br)o3)oc(=O)c2cc1OC | -19% | -2% | ?
C/C(CC(=O)NC1CCCC1)=N\NC(=O)c1ccc([N+](=O)[O-])c(Cl)c1 | -18% | 0% | -15%
CC1(c2ccccc2)CC(c2ccccc2)=C(C#N)C(=O)N1 (stereo not given) | -18% | / | -11%
COC(=O)C1C(O)=C(C=Nc2ccc(N)cc2)C(=O)CC1(C)C (stereo not given) | -24% | -7% | -13%
COc1ccc(Nc2c(C)cccc2C)cc1 | -11% | -11% | -11%
COc1ccc(CNC(=O)C2(C)Cc3c(-c4ccc(N(C)C)cc4)ccnc3O2)cc1OC (stereo not given) | ? | / | ?
Cc1cc(C)c2c(=O)cc(C(=O)Nc3sc4c(c3C#N)CCCC4)oc2c1 | -12% | -3% | ?
Additional structures follow.
SMILES | TDP1 cell CPT | KAT2A inh | TDP1 cell noCPT
COc1ccc(C)cc1NC(=O)CSc1nnnn1Cc1ccccc1 | ? | -2% | ?
N=Nc1c(O)n(CC(=O)Nc2ccccc2)c2ccccc12 | ? | -3% | -17%
C=CCCC(=O)N1C[C@H]2CON(C)[C@H]2C[C@H]1c1ccc(Br)cc1 | 12% | / | 0%
CC1(C)Oc2ccccc2OC1(O)c1ccc2ccccc2n1 (stereo not given) | ? | -1% | 18µM*
CCn1cc(/C=C/C(=O)NCc2c(C)nn(C)c2C)cn1 | -19% | 1% | -27%
CC(C)OCCCn1c(SCC(N)=O)nc2c(sc3ccccc32)c1=O | 21µM* | -2% | ?
CNC(=S)N/N=C/c1ccc(C(C)C)cc1 | 13µM* | / | 7.3µM*
Cc1cccc(N2CCN(C(=O)C3CCC(CNS(=O)(=O)c4cccs4)CC3)CC2)c1C (stereo not given) | ? | -11% | 13µM*
CC(OC(=O)c1ccc(F)c(S(=O)(=O)N2CCOCC2)c1)C(=O)NC1CCCC1 (stereo not given) | 5% | -1% | -11%
Cc1onc(-c2ccccc2Cl)c1C(=O)N/N=C(\N)COc1ccc(Cl)cc1 | 23µM* | ? | 13µM*
O=C(NCc1ccccc1CN1CCCC1)c1cccc(S(=O)(=O)N2CCCC2)c1 | -6% | -2% | -14%
COc1ccc(-c2cn3cccnc3n2)cc1NC(=O)c1cccs1 | -29% | -15% | -6%
CC12CN3CC(C)(CN(C1)C3c1ccccc1Cl)C2O (stereo not given) | 9% | 2% | -18%
CC(C)(C)S(=O)(=O)N1Cc2cc(CO)cc(CCO)c2[C@@H]1CCO | 7% | / | -2%
Cc1ccnc(Nc2nc3ccccc3s2)n1 | -17% | 0% | -13%
CCc1ccc2oc(C(=O)NCc3ccncc3)c(C)c2c1 | 18µM* | -1% | 15µM*
O=c1[nH]c(=O)n(Cc2ccccc2)c2c1CCC2 | -15% | -12% | ?
CCOC(=O)[C@]12CCCC=C1N(CCC1=CCCCC1)C(=O)[C@H](CC(=O)NCCCN1CCCC1=O)C2 | ? | / | ?
CC1CCCN(C(=O)c2ccc(NS(=O)(=O)c3ccc4[nH]c(=O)[nH]c4c3)cc2)C1 (stereo not given) | 13% | -1% | 13%
COc1ccc(-c2cc(C(=O)Nc3cc(C)on3)no2)cc1 | 2% | -2% | 1%
c1csc(C(c2nnnn2C2CCCC2)N2CCCC3(CCCCC3)C2)c1 (stereo not given) | ? | 0% | ?
C=CCNC(=O)/C(C#N)=C/c1c(C)nn(-c2ccccc2)c1Cl | ? | 0% | ?
CCOc1ccc(-n2c(C)nc3c(cnn3-c3ccc(C)cc3)c2=O)cc1 | 5.2µM* | -2% | 5.8µM*
O=[N+]([O-])c1ccccc1C(O)Cc1ccccn1 (stereo not given) | 17% | / | -4%
CCCNC(=O)C1CCN(c2cc(-c3ccccc3)nc3ncnn23)CC1 | ? | -3% | -17%

Ordered by SMILES length (ascending): some entries from above
SMILES | TDP1 cell CPT | KAT2A inh | TDP1 cell noCPT
CNC(=S)N/N=C/c1ccc(C(C)C)cc1 | 13µM* | / | 7.3µM*
O=c1[nH]c(=O)n(Cc2ccccc2)c2c1CCC2 | -15% | -12% | ?
CCc1ccc2oc(C(=O)NCc3ccncc3)c(C)c2c1 | 18µM* | -1% | 15µM*
N=Nc1c(O)n(CC(=O)Nc2ccccc2)c2ccccc12 | ? | -3% | -17%
COc1ccc(C)cc1NC(=O)CSc1nnnn1Cc1ccccc1 | ? | -2% | ?
CC(C)OCCCn1c(SCC(N)=O)nc2c(sc3ccccc32)c1=O | 21µM* | -2% | ?
c1csc(C(c2nnnn2C2CCCC2)N2CCCC3(CCCCC3)C2)c1 (stereo not given) | ? | 0% | ?
CCOc1ccc(-n2c(C)nc3c(cnn3-c3ccc(C)cc3)c2=O)cc1 | 5.2µM* | -2% | 5.8µM*
O=C(NCc1ccccc1CN1CCCC1)c1cccc(S(=O)(=O)N2CCCC2)c1 | -6% | -2% | -14%
C=CCCC(=O)N1C[C@H]2CON(C)[C@H]2C[C@H]1c1ccc(Br)cc1 | 12% | / | 0%
Cc1cccc(N2CCN(C(=O)C3CCC(CNS(=O)(=O)c4cccs4)CC3)CC2)c1C (stereo not given) | ? | -11% | 13µM*
CCOC(=O)[C@]12CCCC=C1N(CCC1=CCCCC1)C(=O)[C@H](CC(=O)NCCCN1CCCC1=O)C2 | ? | / | ?

(cont.)
SMILES | TDP1 cell CPT | KAT2A inh | TDP1 cell noCPT
CC(OC(=O)Cc1c[nH]c2ccccc12)C(=O)Nc1ccccc1F (stereo not given) | -1% | 1% | -4%
O=C(CSc1nc(O)cc(=O)n1-c1ccc(Cl)c(Cl)c1)Nc1ccc(Cl)cc1Cl | 1% | ? | -14%
CCc1c(C(=O)NCCc2ccc(OC)c(OC)c2)[nH]c(C)c1C(C)=O | ? | 1% | ?
C[C@H](CO)N1C[C@H](C)[C@H](CN(C)C(=O)Cc2ccccc2)OCc2cnnn2CCCC1=O | -18% | / | -24%
Cc1ccc(C(=O)NCCCNC(=O)c2ccco2)cc1C | 9% | -6% | 4%
CCN1C(=O)CC(N2CCN(c3ccc(C(=O)c4ccccc4)cc3)CC2)C1=O (stereo not given) | ? | / | 23µM*
CC(C)Cc1nnc(NC(=O)c2ccc3c(=O)n4c(nc3c2)CCC4)s1 | -17% | 4% | -23%
COC(=O)c1ccc(NC(=O)c2ccccc2-c2ccccc2C(=O)O)cc1 | 7% | 4% | -3%
Cc1onc(-c2ccccc2Cl)c1C(=O)OCC(=O)Nc1cccc(S(=O)(=O)N(C)C)c1 | ? | -11% | 16µM*
CCCN(CCC)C(=O)CP(=O)(c1ccccc1)c1ccccc1 | -4% | -6% | -17%
CCOc1ccc(CN(C(=O)c2cc3ccccc3oc2=O)C2CCS(=O)(=O)C2)cc1 (stereo not given) | 0% | 1% | -10%
O=S(=O)(c1ccc(F)cc1)N1CCN(CC(O)COCC2CCCO2)CC1 (stereo not given) | -16% | -6% | 1%
CCCCOc1ccc(CNC(=O)CCCN2C(=O)CSc3c2c(C)nn3-c2ccccc2)cc1 | 18µM* | -4% | 13µM*
CCOC(=O)C(Sc1ncn[nH]1)c1ccccc1 (stereo not given) | 3% | 4% | -21%
CC(C)(C)c1cc(NC(=O)c2ccc(OC3CCCC3)cc2)no1 | ? | 0% | ?
CCC(C)/C(C)=N/NC(=O)CSc1nc2ccccc2[nH]1 (stereo not given) | 12% | -13% | -16%
Cc1ccc(C)c(NC(=O)N2CCC(N3CCN(Cc4ccc(F)cc4)C(=O)C3=O)CC2)c1 | -22% | 30% | 0%
O=C(NCC1CCCCC1)c1ccc2nc([C@@H]3O[C@H](CO)[C@@H](O)[C@H]3O)[nH]c2c1 | 8% | / | 20%

High-throughput results from PubChem.
